S1P3 antagonist: S1P3 receptor antagonists, primary screen, cell-based | 0.27% of 170,000 active | inhibition, % at 4.98 µM | CHO S1P3 NFAT-BLA reporter, FRET fluorescence, antagonist mode;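 active = inhibition above the plate cutoff, the mean inhibition of test wells on that plate plus 3 SD, cut at about 28% in these data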;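 note: cells challenged with S1P at its EC80 of 0.8 µM; blue over green emission ratio from cleaved BLA substrate after 4 h stimulation; 0% = S1P-stimulated wells and 100% = unstimulated DMSO-only wells; some compounds past the cut are filed as inactive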
Target sequence (Q99500 whole entry, looked up): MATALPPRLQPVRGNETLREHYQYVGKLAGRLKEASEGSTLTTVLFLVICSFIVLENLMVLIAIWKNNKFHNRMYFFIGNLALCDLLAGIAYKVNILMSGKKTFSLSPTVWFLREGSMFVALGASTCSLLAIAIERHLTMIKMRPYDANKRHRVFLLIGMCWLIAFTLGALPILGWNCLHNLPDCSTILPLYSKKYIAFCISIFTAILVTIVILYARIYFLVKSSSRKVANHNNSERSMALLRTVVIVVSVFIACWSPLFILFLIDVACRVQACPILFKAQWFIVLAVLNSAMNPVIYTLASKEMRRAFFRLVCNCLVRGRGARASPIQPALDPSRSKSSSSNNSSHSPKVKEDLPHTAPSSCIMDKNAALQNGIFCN
TNAP inh hi DEA: human TNAP enzyme inhibitors, primary screen, biochemical, luminescent, high phosphate acceptor level, uHTS; Alkaline phosphatase, tissue-nonspecific isozyme (Homo sapiens), P05186; purified TNAP, CDP-star luminescence, 1 M DEA; 0.03% of 200,000 active; inhibition, % at 20 µM;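 active = over 50% inhibition of tissue-nonspecific alkaline phosphatase at 20 µM in the single-dose screen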;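 note: plate controls were DMSO wells for no effect and EDTA-quenched wells as full inhibition for full effect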
Target sequence (P05186 whole entry, looked up): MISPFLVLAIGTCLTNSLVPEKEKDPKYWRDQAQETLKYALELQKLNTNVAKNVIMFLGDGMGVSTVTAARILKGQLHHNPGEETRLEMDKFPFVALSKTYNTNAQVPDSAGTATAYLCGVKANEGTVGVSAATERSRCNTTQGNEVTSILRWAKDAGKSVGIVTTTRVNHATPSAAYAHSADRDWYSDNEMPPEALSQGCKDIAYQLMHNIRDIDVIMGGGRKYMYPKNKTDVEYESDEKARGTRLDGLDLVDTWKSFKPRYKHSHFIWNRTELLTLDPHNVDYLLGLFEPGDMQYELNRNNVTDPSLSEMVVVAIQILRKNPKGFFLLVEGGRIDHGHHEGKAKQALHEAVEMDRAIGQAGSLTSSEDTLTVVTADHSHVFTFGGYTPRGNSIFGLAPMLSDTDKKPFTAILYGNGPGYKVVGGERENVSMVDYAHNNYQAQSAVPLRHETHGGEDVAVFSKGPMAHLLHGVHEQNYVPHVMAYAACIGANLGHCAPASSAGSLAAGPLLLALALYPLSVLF
Efa HMGR inh: inhibitors of E. faecalis class II HMGR, primary screen, biochemical, Enterococcus faecalis. 0.41% of 190,000 active. purified E. faecalis HMGR, NADPH absorbance 340 nm kinetic. inhibition, % at 10 µM. AID 1066, 2008. HMG-CoA reductase (Enterococcus faecalis, mvaE);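 active = inhibition above a set limit, the median over all tested compounds plus 3 SD, cut at about 9.5% in these data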;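 note: enzyme runs in reverse so mevalonate oxidation gives rising NADPH absorbance; 0% = complete reaction with DMSO and 100% = background rate lacking mevalonate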
Redox H2O2 prof: compounds producing H2O2 with reducing agent – biochemical, NIH compound library profiling, artefact control for MLSCN library redox annotation, primary screen. DTT-dependent redox cycling H2O2, phenol red/HRP absorbance; 100% = 100 µM peroxide control, 0% = buffer. 0.03% of 200,000 active. AID 878, 2007. activation, % at 10 µM;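 active = activation of at least 50% relative to the plate's high and low controls in the primary single-dose screen; inactive = activation below 50%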;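 note: compound incubated with DTT at 0.8 mM final as the reducing agent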
PMI act hi M6P: human PMI activators, high substrate, primary screen, biochemical, fluorescence intensity, near-saturating mannose 6-phosphate. Mannose-6-phosphate isomerase (Homo sapiens), P34949. coupled PMI enzyme assay, resazurin fluorescence, 20 min; hits give high values; 1 = untreated enzyme, 0 = substrate-free blank. activation factor at 20 µM. 0.34% of 190,000 active;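 active = activation factor of 2 or more at 20 µM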
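Test system: human PMI in coupled enzyme assay; Input: PMI at 15 ng/mL final; Medium: HEPES buffer, pH 7.4; Schedule: 20 min incubation at room temperature; Technique: resorufin fluorescence at Ex 544/Em 590 nm; Compound: 20 µM single dose; Probe or stimulus: Near-saturating mannose-6-phosphate, 1.0 mM.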
PMI activator: activators of human PMI, primary screen, biochemical, fluorescence intensity, near-Km mannose 6-phosphate | Mannose-6-phosphate isomerase (Homo sapiens), P34949 | purified human PMI, coupled resazurin fluorescence, 20 min; hits give high values; 1 = vehicle control, 0 substrate-free wells | activation factor at 20 µM | 0.005% of 190,000 active | AID 1214, 2008;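 active = activation factor of 2 or more at 20 µM, relative to plate controls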
Hsp70 activator: Hsp70 transcriptional activators, primary screen, cell-based, HeLa, Hsp70 promoter luciferase, luminescence, 10 µM; HeLa Hsp70 promoter luciferase reporter; scaled: vehicle 0, proteasome-inhibitor control 100%; activation, % at 10 µM; 0.04% of 200,000 active;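 active = activation above the mean across all tested compounds plus 3 SD, cutoff set per campaign, cut at about 5.5% in these data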;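 note: 100% = MG132 at 30 µM as the positive control and 0% = DMSO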
RAM network inh: inhibitors of the yeast RAM network, primary screen, dse1pr::URA3 reporter, 5-FOA selection | inhibition, % at 50 µM | AID 868, 2007 | S. cerevisiae dse1pr::URA3 reporter, 5-FOA growth OD615, 2 d; analog-sensitive cbk1-as2 kinase mutant strain | 1.8% of 190,000 active;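 active = inhibition above a set limit, 3 SD over mean compound inhibition, cut at about 8.4% in these data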;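 note: 0% = DMSO-only wells with no growth and 100% = 10 µM 1-NA-PP1 full growth; inhibition rescues growth on 5-FOA so higher OD means more RAM inhibition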
TNAP inh no acc: human TNAP enzyme inhibitors, primary screen, biochemical, luminescent, no phosphate acceptor, uHTS. purified TNAP, CDP-star luminescence, 30 min. inhibition, % at 20 µM. 0.26% of 200,000 active. Alkaline phosphatase, tissue-nonspecific isozyme (Homo sapiens), P05186;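 active = tissue-nonspecific alkaline phosphatase inhibition above about 50% at 20 µM in the single-dose screen, limit read from the data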;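 note: 0% = DMSO negative control and 100% = EDTA positive control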
L major viab: Leishmania major promastigote growth inhibition, primary screen. Leishmania major promastigotes, resazurin fluorescence viability. AID 1063, 2008. inhibition, % at 10 µM. 9% of 200,000 active; in the data active = inhibition above about 50%;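 note: promastigotes grown with compound for 44 hours at 28 °C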
Active calls of the source: *; / = no result given.

SMILES	S1P3 antagonist	TNAP inh hi DEA	Efa HMGR inh	Redox H2O2 prof	PMI act hi M6P	PMI activator	Hsp70 activator	RAM network inh	TNAP inh no acc	L major viab
O=C(NCc1cccs1)Nc1cccs1	2	-8	-9	-0.8	1.1	1	-0.2	1.1	-9	-5
Cc1ccc(NC(=O)/C=C/C(=O)O)c([N+](=O)[O-])c1	-15	-4	0	0.0	1.3	1.1	0.1	-0.1	-9	-5
O=C(Oc1ccccc1)Oc1ccc2c(c1)oc(=O)c1ccccc12	/	-5	-1	-4.4	0.9	0.9	-0.3	4.0	-10	-12
CC(=O)NCC1CCCN(Cc2cn(-c3ccccc3)nc2-c2ccc3c(c2)OCO3)C1 (stereo unspecified)	-1	-6	-3	0.0	1	1	-0.4	0.1	-14	4
COc1ccc([C@@H]2Sc3cc(OC)ccc3N(CCN(C(C)C)C(C)C)C(=O)[C@H]2OC(C)=O)cc1	/	-4	-8	1.5	1.1	1.2	-0.3	2.0	-4	74*
Cc1cccc(Nc2nccc(N(C)C)c2C#N)c1	-12	-6	-2	-0.7	1	0.9	0.2	0.0	-10	-4
O=C(NNC(=O)c1cccs1)c1ccccc1	-15	1	3	-1.9	1	1	-0.4	0.4	-2	2
Cc1cc(C)nc(SCc2cc(=O)c(OC(=O)c3ccc(S(=O)(=O)N4CCCC4)cc3)co2)n1	-2	-4	0	-0.3	1	1	-0.4	0.5	-2	-5
CC(C)(C)C1C=C(Sc2ccccc2)C(=O)O1 (stereo unspecified)	1	6	-3	0.0	1	1	-0.3	0.9	-6	16
O=C(Nc1ccccc1)N(CCN1CCOCC1)Cc1ccccc1F	-12	-6	0	0.3	1	0.9	-0.2	3.7	-12	1
O=C(CCSc1nc(-c2ccco2)cc(C(F)(F)F)n1)Nc1ccc2c(c1)OCO2	-33	0	7	-0.4	0.9	0.8	-0.2	0.6	-6	15
Cc1ccccc1-n1nc(C)c2cc(C(=O)N3CCN(S(=O)(=O)c4ccc(F)cc4)CC3)sc21	-1	2	-16	2.7	0.9	0.8	-0.1	4.7	-5	52*
Nc1c(C(=O)NCc2ccco2)sc2nc3c(cc12)C(=O)CCC3	36	-3	-5	0.5	1.2	1	0.3	3.7	-3	15
CCOC1(C(F)(F)F)NC(=O)N(Cc2ccc(OC)cc2)C1=O (stereo unspecified)	4	1	0	-0.5	1	1	-0.1	1.7	-7	0
O=C(c1cccnc1Nc1ccccc1F)N1CCOCC1	-35	-1	-3	-0.6	1.1	1.1	0.1	1.5	4	1
O=C(Nc1ccc(F)c(F)c1)c1oc2ccccc2c1NC(=O)C1CCCO1 (stereo unspecified)	-10	2	-1	-0.1	1	0.9	-0.3	5.3	-3	-5
COC(=O)c1ccc(-c2nc(O)c(C)s2)cc1	-24	2	-1	-1.1	1	0.8	0.4	-1.4	-37	-10
O=C(O)CS(=O)CC(=O)Nc1cccc(C(F)(F)F)c1 (stereo unspecified)	3	-5	-2	-0.4	1.1	1.1	0.2	-0.9	-12	-3
CSc1nc2c(c(=O)n1Cc1ccccc1)SC(C)C2 (stereo unspecified)	2	-1	-10	0.0	0.9	0.9	-0.4	1.4	-7	0
CCNc1nc(NC(C)C)nc(NC(C)(C)C)n1	1	-5	13*	-0.1	0.9	0.9	-0.3	0.8	-6	46
COc1cc(/C=N\Nc2nc3ccccc3o2)cc(OC)c1OC	/	7	-1	-0.6	1.1	1	0.0	0.4	-2	3
CC(N=c1ccccn1C(=O)Nc1cccc(C(F)(F)F)c1)c1ccco1 (stereo unspecified)	/	-3	3	0.0	0.9	0.9	-0.2	-0.4	-9	11
O=C(CSc1nnc(NC2CCCCC2)s1)NN1C(=O)NC2(CCCCC2)C1=O	-31	3	-11	-0.1	1	0.9	-0.1	-0.6	-3	-2
C=CCOc1ccccc1/C=C/C(=O)O	/	4	/	-0.7	0.9	0.9	0.0	2.2	-6	-12
O=C(NCc1cccs1)C1CCCN(S(=O)(=O)c2cccc3cccnc23)C1 (stereo unspecified)	-32	-8	0	-0.8	1	0.9	0.2	0.0	-14	-5
O=C(CC(O)(C(F)(F)F)C(F)(F)F)Nc1ccc(Cl)c(Cl)c1	/	-6	1	-0.3	0.9	0.9	0.3	-1.8	-17	100*
COc1cc2nc(CCc3ccccc3)oc(=O)c2cc1OC	1	-4	-4	-0.1	0.9	1	-0.3	-0.1	-3	-4
COc1ccc(C)cc1NC(=O)c1nc2nc(C)cc(C)n2n1	-12	/	/	2.3	/	/	-0.2	/	/	0
CCOC(=O)c1c(NC(=S)Nc2ccccc2)sc2c1CCCCC2	/	-4	-6	0.4	0.9	0.8	-0.1	6.9	7	-8
Cc1ccc(C)c(C(=O)NCc2ccncc2)c1	-4	1	-2	1.6	1	1	0.2	0.4	-10	-11

Three successive entries out of the list so far, quoted:
SMILES	S1P3 antagonist	TNAP inh hi DEA	Efa HMGR inh	Redox H2O2 prof	PMI act hi M6P	PMI activator	Hsp70 activator	RAM network inh	TNAP inh no acc	L major viab
COc1ccc(C)cc1NC(=O)c1nc2nc(C)cc(C)n2n1	-12	/	/	2.3	/	/	-0.2	/	/	0
CCOC(=O)c1c(NC(=S)Nc2ccccc2)sc2c1CCCCC2	/	-4	-6	0.4	0.9	0.8	-0.1	6.9	7	-8
Cc1ccc(C)c(C(=O)NCc2ccncc2)c1	-4	1	-2	1.6	1	1	0.2	0.4	-10	-11

(more compounds)
SMILES	S1P3 antagonist	TNAP inh hi DEA	Efa HMGR inh	Redox H2O2 prof	PMI act hi M6P	PMI activator	Hsp70 activator	RAM network inh	TNAP inh no acc	L major viab
C=CCN(C(=O)c1ccccn1)C(C(=O)NCc1ccccc1)c1ccccc1F (stereo unspecified)	-2	-1	-5	-0.6	0.9	0.9	0.1	0.8	-4	25
CCOc1cc(/C=N\Nc2nc(Nc3ccccc3)nc(N3CCOCC3)n2)ccc1OC(=O)c1ccco1	-5	-3	-7	1.9	0.9	0.8	-0.1	5.1	-24	88*
Cc1ccccc1Cn1cc(NC(=O)COc2ccccc2)cn1	/	1	8	-5.2	0.9	1	-0.1	0.9	-3	-4
CC(=O)NS(=O)(=O)c1ccc(NC(=O)/C=C/c2ccccc2Cl)cc1	/	1	5	-1.9	1	1	-0.2	2.7	-5	-10
COc1ccc([N+](=O)[O-])cc1/C=N/NC(=O)Cc1ccccc1	-6	-6	-5	-0.2	1.2	1	-0.2	0.8	-5	-4
Cc1ccc(/C=N/NC(=O)CC2N=C(Cc3ccccc3)NNC2=O)cc1 (stereo unspecified)	/	/	-1	0.5	/	/	-0.2	0.9	/	1
CCOc1ccc(-n2cnnn2)cc1S(=O)(=O)NC1CC1	/	0	-1	0.1	1.1	1	0.0	1.0	-6	-6
Cc1ccc(-n2ncc3c(=O)n(Cc4cccnc4)cnc32)cc1	-10	-9	1	-0.9	1	1.1	-0.3	2.5	-2	6
O=C(c1ccco1)N1CCN(C(=O)c2[nH]ncc2[N+](=O)[O-])CC1	-7	0	0	-0.2	0.9	1	-0.3	1.8	-2	6
COC(=O)c1sc2nc3c(c(-c4cccs4)c2c1N)CCCC3	0	-4	-7	0.6	1	1	-0.3	4.0	-16	-1
COCC(C)NC(=O)CSc1nc2ccccc2n1CCc1ccccc1 (stereo unspecified)	-6	-2	2	0.3	1.1	1	0.1	2.4	-11	-3
COc1cc(-c2cc(C(=O)O)c3cc4c(cc3n2)OCCO4)cc(OC)c1OC	/	-6	0	0.0	1.1	1	-0.6	7.2	-11	-3
CCOC(=O)c1nnn(-c2nonc2N)c1CNc1ccccc1	2	0	0	-0.2	0.9	0.9	-0.4	0.0	-5	-2
COc1ccc(C(C)NC(=O)c2ccc([N+](=O)[O-])cc2)cc1OC (stereo unspecified)	1	2	0	0.0	0.9	0.8	0.8	1.0	-16	-10
CCC(CC)C(=O)c1c[nH]c(C(=O)NCCOC)c1	3	-7	-3	-0.1	0.9	0.9	-0.3	2.2	7	-3
CCCCNS(=O)(=O)c1ccc2c(c1)oc(=O)n2CC(=O)OCC	/	-9	-1	-1.9	1	1	-0.3	2.2	-20	-9
Cn1c(COc2ccc(Cl)cc2)nnc1SCC(=O)Nc1ccc2c(c1)CCC2	7	-5	-2	1.1	1.1	1.1	-0.4	5.0	-4	14
O=C(Cn1nnc(-c2ccc(Cl)cc2)n1)NCC1CCCCC1	-31	-5	0	2.5	1.1	1.1	-0.2	2.1	-8	-9
CCOC(=O)C1(Cc2cccc(F)c2)CCN(C(=O)C2CCOCC2)CC1	0	1	0	4.7	1.1	1	-0.3	0.3	-9	-2
COc1ccc2nc(SCc3ccccc3C)nc(C)c2c1	3	-3	-9	0.5	0.9	0.9	-0.3	4.6	9	-4
O=C(/C=C/c1ccccc1)Nc1ccc2c(c1)C(=O)NC2=O	-15	-4	-1	-0.9	1	1.1	0.1	2.8	-8	-4
CC1=C(C)/C(=N/OC(=O)c2cccc([N+](=O)[O-])c2)C=CC1=O	/	9	-7	0.7	0.9	1	-0.4	0.9	7	100*
COc1ccc(-c2nn(C)c(=O)c3ccccc23)cc1NC(=O)Cn1nc(-c2ccccc2)c2ccccc2c1=O	/	-3	3	-3.8	0.9	0.8	-0.3	0.5	-3	65*
CC1(C)CCN(Cc2ccccc2)C1CC#N (stereo unspecified)	/	0	-8	0.1	0.9	1	0.1	2.6	-9	44

Structures listed so far containing a cyano group (2):
SMILES	S1P3 antagonist	TNAP inh hi DEA	Efa HMGR inh	Redox H2O2 prof	PMI act hi M6P	PMI activator	Hsp70 activator	RAM network inh	TNAP inh no acc	L major viab
Cc1cccc(Nc2nccc(N(C)C)c2C#N)c1	-12	-6	-2	-0.7	1	0.9	0.2	0.0	-10	-4
CC1(C)CCN(Cc2ccccc2)C1CC#N (stereo unspecified)	/	0	-8	0.1	0.9	1	0.1	2.6	-9	44

One compound at a time, from the list above. Order of values: S1P3 antagonist | TNAP inh hi DEA | Efa HMGR inh | Redox H2O2 prof | PMI act hi M6P | PMI activator | Hsp70 activator | RAM network inh | TNAP inh no acc | L major viab
CCOc1ccc(-n2cnnn2)cc1S(=O)(=O)NC1CC1 reads / | 0 | -1 | 0.1 | 1.1 | 1 | 0.0 | 1.0 | -6 | -6
C=CCOc1ccccc1/C=C/C(=O)O reads / | 4 | / | -0.7 | 0.9 | 0.9 | 0.0 | 2.2 | -6 | -12

Source: PubChem BioAssay (several laboratories)
